Compound activity from PubChem BioAssay.
PI5P4Ka inh = inhibitors of human PI5P4K alpha | hit rate 1.2% among 330,000 | PI5P4Kalpha enzyme, ADP-Glo luminescence, 60 min; hits give low values | max response, % | P48426; active means max response of -50% or lower; inconclusive means between -30% and -50%; inactive means -30% or higher; further: value at the top dose of about 77 µM; on the % scale 0 is the no-effect control and ±100 the full control effect
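qHTS, 1536-well: enzyme/substrate mix, compound by pin tool, 5 microM ATP final; RT 60 min; ADP-Glo reagents 1 (45 min) then 2 (30 min); luminescence.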
PLK1 PBD inh = PLK1 (human) polo-box domain binding inhibition; P53350; Plk1 PBD binding of FITC phosphopeptide, fluorescence polarization; Potency, µM, for the others: max response, negative = inhibition, actives largely listed as inhibitors; hit rate 2.8% among 360,000; AID 720504; further: potency means the concentration at half of the fitted maximal effect; series mostly up to about 57 µM; on the % scale 0 is the no-effect control and ±100 the full control effect; nearly all actives have a fitted effect of over 65% in size
Target sequence (P53350 whole entry, looked up, the tested form may be a part): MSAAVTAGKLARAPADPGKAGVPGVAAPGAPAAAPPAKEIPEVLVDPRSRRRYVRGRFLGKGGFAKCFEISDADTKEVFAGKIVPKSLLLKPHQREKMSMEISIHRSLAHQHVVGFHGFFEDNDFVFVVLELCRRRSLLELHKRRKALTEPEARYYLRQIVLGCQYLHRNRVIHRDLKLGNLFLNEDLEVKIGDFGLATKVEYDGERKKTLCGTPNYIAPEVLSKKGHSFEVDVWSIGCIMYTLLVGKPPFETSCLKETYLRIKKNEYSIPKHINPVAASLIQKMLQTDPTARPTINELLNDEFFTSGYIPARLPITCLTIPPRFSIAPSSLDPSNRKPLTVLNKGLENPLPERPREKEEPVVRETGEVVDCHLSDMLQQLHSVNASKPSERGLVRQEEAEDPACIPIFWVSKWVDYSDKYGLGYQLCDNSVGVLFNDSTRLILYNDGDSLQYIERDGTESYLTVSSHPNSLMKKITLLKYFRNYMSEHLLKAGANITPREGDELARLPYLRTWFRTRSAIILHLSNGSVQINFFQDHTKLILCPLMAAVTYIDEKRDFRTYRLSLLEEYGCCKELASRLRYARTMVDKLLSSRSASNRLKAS
DRD3 agonist = activates the human D3 dopamine receptor | D3R DiscoveRx beta-arrestin cells, luminescence, 90 min | max activation, % | hit rate 0.58% among 410,000 | AID 652048; in the data active means max activation above about 30%; further: 0% is about no effect; mostly tested at two doses, the higher about 12 µM
Target sequence (P35462 whole entry, looked up): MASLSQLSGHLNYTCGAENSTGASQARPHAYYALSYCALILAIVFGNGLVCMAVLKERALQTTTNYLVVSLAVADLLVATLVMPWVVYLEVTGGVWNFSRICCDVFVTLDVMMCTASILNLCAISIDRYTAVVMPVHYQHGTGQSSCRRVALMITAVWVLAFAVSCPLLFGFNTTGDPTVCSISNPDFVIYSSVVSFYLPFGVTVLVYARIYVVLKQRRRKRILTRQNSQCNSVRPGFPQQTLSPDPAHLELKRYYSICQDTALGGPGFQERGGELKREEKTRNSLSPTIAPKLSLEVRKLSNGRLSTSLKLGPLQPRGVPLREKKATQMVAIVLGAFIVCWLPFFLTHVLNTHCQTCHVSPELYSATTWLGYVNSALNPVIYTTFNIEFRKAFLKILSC
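Agonist-mode cell screen: cells plated at 1500/well and incubated overnight at 37 °C, then exposed to library compounds for 90 min at 37 °C. Detection reagent was added for 30–60 min at room temperature, and luminescence was read.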
GLP-1R inv ag = inverse agonists of human GLP-1 receptor | HEK293 GLP-1R CRE-luciferase, luminescence, 24 h; GLP-1R form is constitutively active | Potency, µM (top dose mostly 38.3 µM), inactives show at the top dose activity change, negative = inhibition, usual class: inhibitors | hit rate 1.6% among 410,000 | AID 624417; further: potency means the concentration at half of the fitted maximal effect; on the % scale 0 is the no-effect control and ±100 the full control effect; nearly all actives have a fitted effect of over 55% in size
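Inverse agonists were sought by their lowering of basal cAMP reporter luciferase output in HEK293 cells stably carrying constitutively active human GLP-1R, after 24 h compound treatment.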
WRN inhibitor = inhibitors of human WRN helicase. Q14191. WRN helicase unwinding, fluorescent forked duplex, kinetic. Potency, µM (series often up to 114 µM), without a hit: at the top dose activity change, negative = inhibition, actives largely listed as inhibitors. hit rate 0.46% among 360,000; further: potency means the concentration at half of the fitted maximal effect; on the % scale 0 is the no-effect control and ±100 the full control effect; nearly all actives have a fitted effect of over 55% in size
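Fluorescence dequenching readout, ex 525 nm/em 598 nm, kinetic mode: forked duplex DNA (100 nM final) with adjacent fluorophore and quencher unwound by WRN (20 nM final) with 2 mM ATP. Compound preincubation 15 min, room temperature.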
IL-2 act = activates IL-2 in a cell-based reporter assay | activation, % (series mostly up to about 46 µM) | IL-2 activation reporter assay, cell-based qHTS; stimulated with anti-CD3/CD4/CD28 beads; in transgenic mouse T cells | hit rate 0.065% among 360,000; in the data active means activation above about 50%; inconclusive means mostly about 30% to 49%; further: 0% is about no effect
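Unstimulated transgenic mouse T cells, 750 per well, received compound and, after 60 minutes, anti-CD3/anti-CD4 bead plus anti-CD28 stimulation. EGFP and DsRed were quantified after 18 hours.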
GLP1R ag = GLP-1 receptor (human) agonism; P43220; HEK293 GLP-1R CRE-luciferase, luminescence, 4-6 h; cells express a hypersensitive GLP-1R form; Potency, µM (titrated, usually from 45.6 µM), for the others: at the highest dose activation, actives largely listed as activators; hit rate 0.007% among 380,000; AID 624172; further: potency means the concentration at half of the fitted maximal effect; % of control where 0% means no effect
D3 antag = blocks the human D3 dopamine receptor; P35462; D3R cells, DiscoveRx beta-arrestin luminescence, antagonist mode; hits give low values; max response, negative = inhibition, %; hit rate 2.5% among 360,000; AID 652054; in the data active means max response below about -50%; inconclusive means no clear call, values can overlap the other calls; further: on the % scale 0 is the no-effect control and ±100 the full control effect; mostly tested at two doses, the higher about 12 µM
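Cells expressing the human receptor were seeded at 1500 cells/well, incubated overnight at 37 degrees C in 5% CO2, then exposed to library compounds with dopamine controls for 90 minutes at 37 degrees C before luminescent detection.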
GLP1R cytotox = cytotoxic in the GLP-1 receptor inverse agonist counter-screen. AID 624418. HEK293 cAMP-luciferase reporter cells, luminescence, 24 h. Potency, µM (titrated, usually from 38.3 µM), for the others: at the highest dose activity change, negative = inhibition, actives largely listed as inhibitors. hit rate 0.13% among 410,000;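 further: loss of luciferase light is scored as toxicity; potency means the concentration at half of the fitted maximal effect; on the % scale 0 is the no-effect control and ±100 the full control effect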
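To flag toxic compounds, the library was rerun on cells for 24 hr at 37 deg C and 5% CO2. Viability-linked luminescence was captured 12 min after adding luciferase detection reagent.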
* hit, by the source's call; ? = inconclusive; · = not tested or not shown; [ ] = remark or other dose. Unless noted, the call rests on the fitted dose curve; in most records, active means well fitted curve in the direction sought with a large enough effect; inconclusive means small, poorly fitted or top-dose-only effect, or another doubt; inactive means no such curve, though single readings can be large; an effect the other way counts as inactive or inconclusive.

SMILES	PI5P4Ka inh	PLK1 PBD inh	DRD3 agonist	GLP-1R inv ag	WRN inhibitor	IL-2 act	GLP1R ag	D3 antag	GLP1R cytotox
COc1ccc(S(=O)(=O)NCC2CCCN(C(=O)C3CCCC3)C2)cc1 (configuration not stated)	-7	-20%	-1	-7%	12%	0.2	-3%	-13	-9%
CCOC(=O)c1c(C)[nH]c(C(=O)CSc2nc3ccccc3o2)c1C	-4	-3%	2	8%	3%	-2.2	-1%	30	-6%
CSc1nc(N2CCN(Cc3ccc4c(c3)OCO4)CC2)c2ccccc2n1	10	-10%	-2	?	-1%	-0.5	-5%	-64*	0%
COc1cc(/C=N/NC(=O)c2ccc(CSc3nncn3C)cc2)ccc1OCC(=O)N1CC(C)OC(C)C1 (configuration not stated)	0	-6%	-7	-4%	-1%	-0.1	-5%	2	1%
OCC[C@H]1C[C@H](O)[C@@H](O)[C@]2(CCCc3ccccc3O2)O1	3	-13%	9	9%	-3%	0.0	-4%	-16	1%
COc1cccc(-c2ccc3c(c2)O[C@H](CN(C)C(=O)c2ccccc2F)[C@H](C)CN([C@H](C)CO)S3(=O)=O)c1	9	4%	12	-3%	-8%	-3.1	15%	-9	-1%
COc1ccc(C(CNC(=O)c2ccco2)N2CCCCC2)cc1 (configuration not stated)	-5	?	-14	41%[activator]	-2%[57.1 µM]	0.0	4%	-26	-1%
Cc1ccsc1/C=N/NC(=O)CSCc1ccc(Cl)cc1	18	-3%	2	?	-6%	0.4	26%	0	-9%
COc1ccc(CCNC(=O)CN(Cc2ccc(Cl)cc2)S(C)(=O)=O)cc1OC	1	1%	-11	14%	4%	-0.6	1%	5	0%
NC(=O)[C@@H]1CCCN1Cc1nc(Cc2ccccc2Cl)no1	1	-10%	3	-1%	-10%	-3.9	-1%	14	-3%
O=C(COc1ccccc1)Nc1ccccc1N1CCN(c2ccc(F)cc2)CC1	2	-4%	26	17%	-6%	-0.1	-5%	30	-8%
COc1ccccc1N=c1sc2ccccc2n1C	·	-15%	-10	0%	-3%	-0.5	7%	-22	5%
Cc1cn([C@H](C(=O)NCCCCCCCCCCC(=O)N2CCNCC2)[C@@H](C)O)nn1	9	-15%	-17	10%	7%	-0.5	-5%	-64*	0%
O=C(c1ccc(COc2ccccc2Br)o1)N1N=C(C(F)F)CC1(O)C(F)F (configuration not stated)	11	-5%	1	?	1%	0.4	-35%[inhibitor]	3	?
CC(=O)NCCc1ccc(C(=O)Cn2cnc3ccccc3c2=O)cc1	1	-5%	7	10%	4%	-1.6	8%	7	5%
COC(=O)c1cc(C(=O)OC)n(Cc2ccc(Br)cc2)n1	·	-4%	10	-7%	0%	1.5	-3%	-22	1%
O=C(O)c1cnn(-c2nc(-c3ccc(Br)cc3)cs2)c1C(F)(F)F	-20	?	2	-9%	2%	0.2	4%	-6	2%
N/C(=N/OC(=O)c1ccccc1F)c1nonc1N	-2	7%	-4	13%	0%	-0.6	0%	0	5%
CCN(Cc1ccccc1)C(=O)c1ccc(CS(=O)c2ccccc2C)o1 (configuration not stated)	7	-8%	-16	10µM*	4%	-3.6	-1%	10	-6%
CCCn1nnnc1NCc1cccc(OC)c1OCC	-4	3%	-4	16%	0%	0.2	-7%	-13	2%
CC(NC(=O)Nc1ccc2c(c1)OCO2)C1CCCO1 (configuration not stated)	·	-7%	5	0%	-2%	-1.0	-8%	15	16%
O=C(NCCS(=O)(=O)N1CCN(c2ccccc2)CC1)c1cccc(F)c1	14	-3%	2	?	-3%	-1.0	9%	4	-9%
FC(F)(F)c1ccc(-c2csc(-c3ccno3)n2)cc1	-2	2%	5	9%	2%	1.2	12%	17	-25%
O=C(c1ccco1)N1CCc2[nH]nc(-c3ccc(Cl)cc3)c2C1	-5	-8%	3	65%[activator]	6%	-3.7	16%	-15	-4%
COc1ccc(-c2nn(-c3ccccc3)cc2/C=C2/SC(=S)N(CCC(=O)O)C2=O)c(C)c1	-8	12µM*	-8	17%	-21%	-0.6	3%	?	15%
Cc1ccc(-c2noc(CCC(=O)NCCN3CCc4ccccc4C3)n2)cc1	-5	-10%	-15	?	7%	-1.2	-3%	-76*	42%[activator]
COc1ccc(N(CC(=O)NC2CCCC2)C(=O)Cn2nnc(-c3ccc(OC)c(OC)c3)n2)c(OC)c1	-8	-15%	-9	19%	-4%	0.6	19%	-11	7%
C[C@@H]1CCCCO[C@H](CN(C)Cc2ccc(Cl)c(Cl)c2)[C@H](C)CN([C@@H](C)CO)C(=O)c2cc(NC(=O)Nc3ccc(F)cc3)ccc2O1	-7	-8%	-4	?	-3%	-5.3	-4%	-23	?
CN(C(=O)C1CCOC1)c1nnc(-c2ccccn2)s1 (configuration not stated)	0	-25%	2	12%	5%	-1.4	-2%	4	-24%
Cc1ccc(NC(=O)CSc2nnnn2C)cc1S(=O)(=O)N1CCCCC1	0	-18%	1	-17%	5%	-2.6	16%	0	-9%
Nc1c(N(CCC2=CCCCC2)C(=O)Cc2ccccc2F)c(=O)[nH]c(=O)n1Cc1ccccc1	-17	-7%	-7	0%	0%	-0.2	1%	5	-18%
O=C1CCC(O)CCN1CCSc1ccccc1 (configuration not stated)	3	-9%	-13	14%	3%	-2.2	-2%	-4	37%[activator]
CCOc1ccccc1C(=O)Nc1ccccc1C(N)=O	·	-14%	-21	51%[activator]	-2%	-1.6	-2%	-9	8%
NC(=O)c1ncn([C@@H]2O[C@H](CNCc3cccc4c3sc3ccccc34)[C@@H](O)[C@H]2O)n1	-3	-5%	11	9%	7%	-0.4	2%	22	-1%
COc1ccc(-c2noc(CCC(=O)NCCN(C)Cc3ccccc3)n2)cc1	2	-7%	-15	?	-29%[57.1 µM]	1.9	3%	0	-4%
CN(Cc1cccc(Cl)c1)C(=O)C1CCC(=O)N(C2CC2)C1 (configuration not stated)	-1	2%	-7	18%	6%	1.6	-7%	-3	5%
O=C(COc1ccc(Cl)cc1)N(Cc1ccccc1)c1nc(-c2ccccc2)cs1	1	-12%	-2	4%	5%	-2.6	-14%	-23	3%
COc1ccc(/C=C(\NC(=O)c2ccc(C)cc2)C(=O)NCCCn2ccnc2)cc1OC	-8	-7%	-5	-19%	8%	-1.5	2%	-20	0%
CCn1c(COc2ccccc2C)nnc1SCC(=O)Nc1cc(C)on1	·	0%	-12	3%	-12%	0.5	-2%	7	8%
CCCNC(=O)CSc1nc(-c2cccs2)cc(C(F)(F)F)n1	·	-6%	1	0%	-11%	1.6	17%	-9	20%
CCCC(C(=O)NNC(=O)c1cc(C)oc1C)c1ccccc1 (configuration not stated)	-6	-1%	3	-14%	-21%	0.6	-3%	-14	2%
CCC(=O)NCCCCNC(=O)CC	·	-6%	-7	-1%	2%	-2.2	-8%	-6	12%
Cc1ccsc1C1C(C(=O)O)c2ccccc2C(=O)N1C (configuration not stated)	1	-11%	-2	15%	5%[57.1 µM]	-0.5	-12%	-3	1%
CCCCCCC(C)NC(=S)Nc1cc(S(=O)(=O)N(C)C)ccc1C (configuration not stated)	-3	-8%	-6	?	3%	-1.2	-3%	-26	?
O=C(Cc1c[nH]c2ccccc12)OCC(=O)c1ccccc1	-5	-4%	5	13µM*	8%	-0.4	2%	7	1%
CCOc1ccc2nc(NC(=O)Cc3cccs3)sc2c1	-13	30µM*	-3	?	-16%	0.6	7%	9	98%[activator]
CCCCn1nc(C(=O)N2CCc3ccccc32)c2ccccc2c1=O	-8	-7%	-11	?	0%	-2.8	18%	5	-8%
CCOC(=O)COc1c(Cl)cc(/C=C2\N=C(C)OC2=O)cc1OC	3	-25%	17	2%	-3%	1.8	6%	14	5%
Nc1ccc2oc(-c3ccccc3Cl)cc(=O)c2c1O	-4	0%	1	16%	1%	-0.2	25%	0	7%
Cc1cc[n+]2n1CC(O)C2 (configuration not stated)	-1	2%	7	-9%	-2%	-0.7	3%	5	?
Remaining list, next part
SMILES	PI5P4Ka inh	PLK1 PBD inh	DRD3 agonist	GLP-1R inv ag	WRN inhibitor	IL-2 act	GLP1R ag	D3 antag	GLP1R cytotox
COc1cccc(NC(=O)c2ccc3c(c2)N(C)CCS3)c1	-5	-17%	-2	?	-3%	-2.4	21%	-5	2%
CCOC(=O)c1nn(-c2ccccc2)c(=O)c2c(N)scc12	-61*	2.7µM*	6	5%	?	-0.6	1%	-25	-6%
CC1OC(Oc2ccc3ccc(=O)oc3c2-c2c(O)ccc3cc(Oc4ccc5ccc(=O)oc5c4)c(=O)oc23)C(O)C(O)C1O (configuration not stated)	-6	-12%	-1	-7%	2%	0.7	12%	-7	-10%
O=c1cc(-c2ccccc2Cl)oc2c([N+](=O)[O-])c(O)cc(O)c12	-96*	-27%	-1	?	-9%	0.0	-11%	45	-26%
O=C(O)c1ccc(N/N=C/c2ccc(C(F)(F)F)cc2)cc1	9	?	2	?	-11%	-1.2	-4%	-6	1%
COc1ccc(OC)c(NC(=O)CN2CCC(NC(=O)c3ccccc3C)CC2)c1	2	-16%	-9	4%	14%	0.4	11%	-6	-6%
COc1ccc(CN(C(=O)c2snc(C(N)=O)c2N)C(C)C(=O)NCc2ccc(F)cc2)cc1 (configuration not stated)	4	5%	0	8%	-4%	-0.1	10%	1	-3%
CC(=O)c1ccc2c(c1)CC(C)C(=O)N2C (configuration not stated)	-3	-5%	-8	16%	-21%	-1.9	1%	6	-2%
C=CCn1c(Cc2cccs2)nnc1SC/C=C/c1ccccc1	·	-9%	6	?	0%	0.3	1%	-30	-15%
Cc1ccc(S(=O)(=O)N2CCN(C(=O)c3cccs3)CC2)cc1C	3	-5%	1	-14%	-17%	0.7	-1%	5	6%
Cc1ccc(S(=O)(=O)N(C)C)cc1-n1c(SCC(=O)N(C)C)nc2ccccc2c1=O	0	-4%	1	24%	-6%	0.4	3%	0	8%

One compound at a time (already shown). Order of screens: PI5P4Ka inh, PLK1 PBD inh, DRD3 agonist, GLP-1R inv ag, WRN inhibitor, IL-2 act, GLP1R ag, D3 antag, GLP1R cytotox
Cc1cc[n+]2n1CC(O)C2 (configuration not stated) reads -1, 2%, 7, -9%, -2%, -0.7, 3%, 5, ?
Cc1ccc(S(=O)(=O)N(C)C)cc1-n1c(SCC(=O)N(C)C)nc2ccccc2c1=O reads 0, -4%, 1, 24%, -6%, 0.4, 3%, 0, 8%
